A-T KAP1 phos – candidate therapy for ataxia-telangiectasia; 0.19% of 320,000 active; Potency, µM (highest dose often 57.5 µM), for the others: at the highest dose activation, usual class: activators; […] A-T fibroblasts, KAP-1 phosphorylation AlphaLISA; neocarzinostatin DNA damage 30 min before lysis; further: potency means the concentration at half of the fitted maximal effect; % of control where 0% means no effect; nearly all actives have a fitted effect of over 45% in size
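hTERT-immortalized A-T patient fibroblasts ([…]), 500 cells/well in OPTI-MEM, 1% FBS, got compounds for 60 min, then NCS for 30 min at 37C. Lysates were then assayed for phospho-KAP-1 by AlphaLISA (anti-pKAP1 donor, anti-KAP1 acceptor beads), 6 hr at 25C.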
TSHR antagonist – antagonists of human thyroid stimulating hormone receptor; TSHR-expressing cells, TSH-stimulated cAMP HTRF, 2 h; stronger effect = lower value; activity change, negative = inhibition, % at 11.5 µM; 0.2% of 330,000 active; AID 504810;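 active means activity change below a set negative limit, meaning inhibition stronger than a set level, cut at about -70% in these data; inconclusive means activity change between two set negative limits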; further: on the % scale 0 is the no-effect control and ±100 the full control effect
Target sequence (P16473 whole entry, looked up): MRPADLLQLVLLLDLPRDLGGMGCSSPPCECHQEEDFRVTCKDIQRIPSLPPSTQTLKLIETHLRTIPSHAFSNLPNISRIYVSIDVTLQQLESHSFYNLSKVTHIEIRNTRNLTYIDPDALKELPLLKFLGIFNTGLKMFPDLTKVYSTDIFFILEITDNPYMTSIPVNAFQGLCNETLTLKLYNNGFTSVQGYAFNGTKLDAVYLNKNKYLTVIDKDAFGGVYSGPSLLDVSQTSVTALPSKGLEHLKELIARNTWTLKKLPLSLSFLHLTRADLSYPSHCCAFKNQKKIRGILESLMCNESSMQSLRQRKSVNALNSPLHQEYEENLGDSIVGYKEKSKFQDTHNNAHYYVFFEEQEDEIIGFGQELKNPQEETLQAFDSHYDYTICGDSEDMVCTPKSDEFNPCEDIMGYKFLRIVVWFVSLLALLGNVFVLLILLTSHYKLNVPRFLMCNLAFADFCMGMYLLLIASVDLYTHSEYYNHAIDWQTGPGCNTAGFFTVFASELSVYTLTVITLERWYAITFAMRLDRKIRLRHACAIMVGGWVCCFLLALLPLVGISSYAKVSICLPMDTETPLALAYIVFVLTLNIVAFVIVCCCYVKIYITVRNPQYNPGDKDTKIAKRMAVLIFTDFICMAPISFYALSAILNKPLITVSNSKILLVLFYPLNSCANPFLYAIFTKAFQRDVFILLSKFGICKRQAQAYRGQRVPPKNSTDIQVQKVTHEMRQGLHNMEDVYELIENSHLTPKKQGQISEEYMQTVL
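Freshly harvested TSHR cells receive pin-tooled compound, then EC80 TSH at 4nM final. After 2 hours at 37 deg C, antibody in lysis buffer and cAMP-d2 are added; 30 minutes at ambient temperature precede the HTRF read.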
Eya2 phos inh – inhibitors of human Eya2 phosphatase activity; Potency, µM (highest dose often 76.9 µM), for inactives: at the top dose activity, negative = inhibition, actives largely listed as inhibitors; 0.006% of 330,000 active; AID 488837; recombinant Eya2, OMFP fluorescence dephosphorylation (OMFP is methylfluorescein phosphate); O00167; further: potency means the concentration at half of the fitted maximal effect; on the % scale 0 is the no-effect control and ±100 the full control effect
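Eya2 protein (added as 0.2 uM solution) was preincubated with compound for 10 min at ambient temperature in 50 mM HEPES pH 7.5, 50 mM NaCl, 5 uM MgCl2, 0.05% BSA, 1 mM DTT. OMFP (added at 50 uM) then reacted 10 min; fluorescence read at 485/525 nm.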
BCR signal inh – chronic active BCR signaling inhibition | 0.05% of 340,000 active | Potency, µM (highest dose often 46.1 µM), for the others: at the highest dose ratio change, negative = lower green/red ratio, most hits filed as inhibitors | ABC-DLBCL IkBa-CBG/CBR reporter, luminescence ratio, 4 h; active means well fitted inhibition curve with a large enough effect in the signal ratio, with a control signal flat, not every such curve was filed as active; inconclusive means small, poorly fitted or top-dose-only effect, or effect the other way, or a change in a side signal; the % refers to the signal ratio;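 further: potency means the concentration at half of the fitted maximal effect; plate controls were basal doxycycline-induced cells for no effect and cells given 10 µM MG132 for full effect; MG132 reads +100%, hits lower the ratio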
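Doxycycline induced both beetle luciferases in TMD8 lymphoma cells; IKK-driven degradation limits the IkappaBalpha-fused green signal, while red luminescence normalises for cell number and nonspecific effects. Compounds tested up to 46 uM, 4 hrs.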
TCR activator – activates T cell receptor signaling. primary human leukocytes, anti-CD3, IL-2 HTRF, 48 h. Potency, µM (series often up to 9.22 µM), for the others: at the highest dose activation of IL-2 secretion, usual class: activators. 330,000 tested, under 10 active; further: % of control where 0% means no effect
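1) Mix primary human leukocytes, a-CD3 beads and compound. 2) Incubate 48 hr. 3) Add HTRF IL-2 reagents (a-IL-2-K, a-IL-2-d2).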
ASM inhibitor – human S-ASM enzyme inhibition; 0.006% of 340,000 active; P17405; Potency, µM (highest dose often 57.5 µM), inactives show at the top dose activity change, negative = inhibition, hits mostly inhibitors; placental ASM, HMU-PC fluorogenic substrate, 60 min; further: potency means the concentration at half of the fitted maximal effect
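Steps: dispense placental human ASM, pin compound, wait 10 min at room temperature, add HMU-PC0 substrate at 9 uM final, incubate 60 min at 37 °C, add stop solution raising pH to 10, read fluorescence.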
PTAP TSG101 blk – blocks PTAP/TSG101 interaction to inhibit HIV-1 budding | 340,000 tested, under 10 active | Potency, µM (doses to about 115 µM), for inactives: top-dose activity change, negative = inhibition, most hits filed as inhibitors | Fluorescence polarization, FITC-PTAP peptide / Tsg101 binding | AID 493005; active means well fitted inhibition curve with a large enough effect in the main read-out, with a control signal flat, not every such curve was filed as active; inconclusive means small, poorly fitted or top-dose-only effect, or effect the other way, or a change in a side signal; inactive means no such curve, though single readings can be large or run the other way; further: potency means the concentration at half of the fitted maximal effect; % of control where 0% means no effect
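Fluorescence polarization binding of Tsg101 binding domain (10 uM final) to FITC-labeled PTAP peptide (50 nM final) in HEPES pH 7.5 buffer with NaCl, Tween 20, EDTA, TCEP. Compounds added before peptide; binding 20 min at RT.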
a7 integrin act – integrin-mediated muscular dystrophy alleviation activation; alpha7betagal myoblasts, beta-gal FDG fluorescence, 48 h; Potency, µM (titrated, usually from 38.3 µM), inactives show at the top dose activation, usual class: activators; 0.064% of 350,000 active;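 further: potency means the concentration at half of the fitted maximal effect; 100% = response of the positive control SU9516; nearly all actives have a fitted effect of over 60% in size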
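alpha7betagal+/- myoblasts (passage 13, 250/well) treated 48 h at 37C with compounds at 1:260 dilution of DMSO stock. Lysed, then beta-galactosidase activity read as FDG fluorescence (ex 480/em 540) after 30 min, with pre-read for autofluorescence.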
Tb PFK block – T. brucei PFK enzyme inhibition. T. brucei PFK, ADP-Glo luminescence. Potency, µM (series often up to 57.5 µM), inactives show at the highest dose activity, negative = inhibition, most hits filed as inhibitors. 0.17% of 330,000 active. AID 485367;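 further: potency means the concentration at half of the fitted maximal effect; 0% = uninhibited 1x PFK enzyme wells and -100% = no-enzyme wells; nearly all actives have a fitted effect of over 60% in size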
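In TEA buffer at pH 8.0 with 5 mM MgCl2, enzyme (1.25 nM) converted F6P (0.5 mM) and ATP (0.1 mM) for 45 min at room temperature. ADP product was read by luciferase luminescence.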
ELG1 DNA repair – inhibitors of ELG1-dependent DNA repair in HEK293T cells; HEK293T ELG1-luciferase reporter, luminescence, 16 h; DNA damage induced by 5-fluorouridine; 2.3% of 330,000 active; Potency, µM (doses to about 46.1 µM), without a hit: at the highest dose activity change, negative = inhibition, hits mostly inhibitors; further: potency means the concentration at half of the fitted maximal effect; on the % scale 0 is the no-effect control and ±100 the full control effect; nearly all actives have a fitted effect of over 55% in size
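Reporter activity after DNA damage by 5-fluorouridine is monitored. Compound-treated cells incubate 16 hr at 37 °C, then ONE-Glo is added for 30 min before luminescence reading.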
Mito fusion act – inhibitors of mitochondrial division or activators of mitochondrial fusion | S. cerevisiae fusion-defective mutant growth rescue, CellTiterGlo 48 h | Potency, µM (titrated, usually from 46.1 µM), inactives show top-dose growth rescue (activation), usual class: activators | 0.23% of 320,000 active | AID 485298;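 further: potency means the concentration at half of the fitted maximal effect; % of control where 0% means no effect; nearly all actives have a fitted effect of over 45% in size; temperature-sensitive fusion mutants such as fzo1-1 at 37 °C on non-fermentable ethanol glycerol medium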
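Temperature-sensitive fusion-defective S. cerevisiae (e.g. fzo1-1, mgm1-5) were grown with compound in YPEG medium (3% ethanol, 3% glycerol) for 48 hours at 37C. Growth rescue was measured as viability by CellTiterGlo luminescence after 10 minutes at ambient.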
Numbers without * were called inactive; ? = inconclusive; / = no result given; [ ] = remark or other dose. Unless noted, the call rests on the fitted dose curve; in most records, active means well fitted curve in the direction sought with a large enough effect; inconclusive means small, poorly fitted or top-dose-only effect, or another doubt; inactive means no such curve, though single readings can be large; an effect the other way counts as inactive or inconclusive.

SMILES	A-T KAP1 phos	TSHR antagonist	Eya2 phos inh	BCR signal inh	TCR activator	ASM inhibitor	PTAP TSG101 blk	a7 integrin act	Tb PFK block	ELG1 DNA repair	Mito fusion act
Cc1cc(C(=O)NNC(=S)NC(=O)/C=C/c2ccccc2Cl)n[nH]1	-1%	15	-5%	15%	-7%	-3%	-4%	-18%	0%	20%	-1%
CC(C)N1CCC(=NNc2ccc([N+](=O)[O-])cc2S(=O)(=O)N2CCOCC2)CC1	-5%	-2	-7%	?	3%	-2%	3%	-43%[inhibitor]	2%	-6%	-4%
COC(=O)CCCc1nc2ccccc2s1	4%	-13	6%	23%	-6%	2%	-1%	8%	2%	3%	-2%
Cc1cc2c(cc(C(=O)NCCCN3CCOCC3)n2Cc2ccc(Cl)cc2)o1	/	9	-17%	?	/	-4%	-2%	0%	-2%	?	1%
CC(NC(=O)c1ccc(F)cc1)C(=O)NC1=NCCS1 (configuration not stated)	-6%	5	-4%	-3%	9%	6%	-4%	1%	-4%	20%	?
Cc1cc(C)c(C)c(S(=O)(=O)N2CCC(C(=O)Nc3ccccc3N3CCOCC3)CC2)c1C	-6%	4	-2%	-1%	7%[46.1 µM]	3%	-2%	17%	7%	?	1%
Cc1ccccc1N1CCN(C2CCCN(C(=O)c3cnsn3)C2)CC1 (configuration not stated)	-7%	-105*	-2%	1%	9%	1%	-5%	-19%	1%	11%	24%
CCOc1ccc(OCC)c(NC(=O)CN2CCC(NC(=O)c3cccc(F)c3)CC2)c1	-11%	-12	18%	-3%	1%	4%	-7%	-26%	-5%	0%	7%
CCOC(=O)C(CC)/C(C)=N/NC(=O)c1ccc([N+](=O)[O-])cc1 (configuration not stated)	3%	-9	?	0%	3%	5%	-3%	-3%	0%	2%	-1%
CCC(C)c1ccc(OCc2ccc(C(=O)OC)o2)cc1 (configuration not stated)	11%	-14	-20%	?	-2%	8%	-4%	-7%	-3%	?	-1%
O=C(O)CNC(=O)c1ccc(NC(=O)/C(=C/c2ccccc2)NC(=O)c2ccccc2Br)cc1	11%	28	20%	?	4%	4%	-9%	9%	1%	0%	9%
CCN(CC)CCN1C(=O)C(O)=C(C(C)=O)C1c1ccccc1[N+](=O)[O-] (configuration not stated)	-6%	6	7%	-4%	8%	-2%	-2%	3%	-3%	-10%	14%
CC(C)c1ccc(S(=O)(=O)N2CCN(C(=O)C3=COCCO3)CC2)cc1	4%	/	9%	-3%	3%	-1%	-4%	8%	3%	2%	/
CCOc1ccccc1N(C(=O)Cn1nnnc1-c1ccc(C)o1)C(CC)C(=O)NC(C)(C)C (configuration not stated)	-2%	-3	6%	-9%	2%[46.1 µM]	1%	-2%	-22%	-2%	?	5%
COC(=O)c1cn(NC(=O)c2cccc(F)c2)c(=O)c2ccccc12	/	11	12%	-1%	1%	1%	-5%	18%	3%	-2%	2%
CCOC(=O)C1C(=O)C=C(c2ccc(NS(C)(=O)=O)cc2)CC1c1ccco1 (configuration not stated)	4%	12	6%	?	/	9%	-6%	1%	6%	4%	1%
CN1C(=O)[C@H]2[C@@H](/C=C/c3ccccc3)N3C(=O)CN(CCO)C(=O)[C@@]3(Cc3ccccc3)[C@H]2C1=O	0%	3	?	-3%	1%	0%	1%	6%	-6%	-2%	0%
O=C(COc1ccccc1Cl)Nc1ccc2c(c1)OCCO2	1%	-6	-18%	-10%	4%	-1%	-8%	23%	-2%	?	14%
Cc1nc2nc[nH]n2c(=O)c1NC(=O)CCc1ccccc1	?	-10	-4%	1%	-3%	0%	-4%	1%	1%	1%	-4%
O=[N+]([O-])c1ccc(/C=N\N2CCN(c3ccc(Cl)cc3)CC2)cc1	1%	2	-6%	5%	-6%	-1%	-5%	-7%	2%	1%	3%
COc1ccc(C(=O)N2CC(=O)Nc3ccc(C)cc3C2c2ccccc2)cc1 (configuration not stated)	-4%	4	14%	6%	9%	-4%	-5%	-28%	-4%	-24%	6%
CSc1ccccc1C(=O)NCc1ccccc1	-2%	16	2%	0%	-6%	2%	0%	3%	0%	9%	-1%
COCCN1C(=O)C(CC(=O)Nc2ccc(C(=O)O)cc2)SC1=Nc1ccccc1 (configuration not stated)	-13%	9	9%	?	-8%	4%	-2%	11%	2%	13%	-10%
C=CCn1c(C(C)NC(=O)CCC)nc2ccccc21 (configuration not stated)	-3%	9	-1%	-1%	0%[46.1 µM]	0%	-3%	-16%	?	11%	10%
CN(Cc1ccccc1)C(=O)COc1ccccc1	2%	-6	1%	8%	-7%[46.1 µM]	1%	-3%	6%	-6%	?	-1%

Continuation:
SMILES	A-T KAP1 phos	TSHR antagonist	Eya2 phos inh	BCR signal inh	TCR activator	ASM inhibitor	PTAP TSG101 blk	a7 integrin act	Tb PFK block	ELG1 DNA repair	Mito fusion act
O=C(COc1ccc(/C=N/NC(=O)c2ccc(O)cc2)cc1)Nc1cccc([N+](=O)[O-])c1	7%	14	-4%	?	-32%	-4%	-11%	-8%	-3%	?	-2%
O=C1CCC(C(=O)NCCN2C(=O)S/C(=C\c3cccnc3)C2=O)=NN1	0%	3	-16%	1%	5%	-1%	-7%	1%	-1%	6%	0%
O=C(CSc1n[nH]c(-c2ccncc2)n1)Nc1ccccn1	/	/	/	/	0%	8%	-11%	29%	/	/	3%
COc1ccc(OCC(=O)Nc2cc(NC(=O)c3ccco3)ccc2OC)cc1	5%	-3	2%	0%	10%	-3%	0%	18%	3%	?	-3%
CC(NC(=O)c1ccc2c(c1)OCCO2)c1ccc(S(N)(=O)=O)cc1 (configuration not stated)	11%	4	6%	-15%	-4%	3%	-11%	25%	-4%	8%	-9%
COc1ccc(-n2nc(C(=O)NCc3ccco3)c3c4ccccc4n(C)c3c2=O)cc1Cl	-6%	-6	8%	-6%	-6%	1%	-1%	-5%	-5%	?	-4%
Cc1cc2c(cc1S(=O)(=O)N1CCc3ccccc31)NC(=O)CO2	1%	-1	1%	0%	-187%	-3%	1%	1%	1%	-16%	-2%
Cc1cc(C)c(NC(=O)COC(=O)COc2ccc3c(C)cc(=O)oc3c2)c(Cl)c1	-4%	3	-6%	-1%	4%	40%[activator]	-1%	-4%	0%	18%	-1%
Nc1c(C(=O)OCC(=O)Nc2ccccc2Br)[nH]c(=O)[nH]c1=O	1%	8	-7%	-5%	-2%[46.1 µM]	29%	-4%	5%	-5%	21%	/
CCCc1nn2c(=O)c(C(c3cccc(Cl)c3)c3c(O)nc4sc(CCC)nn4c3=O)c(O)nc2s1	-3%	-5	1%	4%	-3%	1%	-8%	-2%	0%	11%	1%
Cc1ccccc1NC(=O)/C(=C/c1ccco1)c1ccccc1	/	-2	-1%	-15%	/	11%	-6%	0%	-8%	0%	13%
CCOc1ccccc1N1CCN(C(=O)c2ccncc2)CC1	2%	-2	-19%	?	0%	1%	-3%	-1%	0%	12%	1%
O=C(CSc1nc2ccccc2[nH]1)NCC1CCCO1 (configuration not stated)	-6%	2	-4%	-16%	0%[46.1 µM]	1%	-1%	2%	-12%	27%	-6%
O=[N+]([O-])c1ccc(-n2cc(-c3ccccc3)nn2)cc1	-4%	-5	7%	?	-3%	-1%	-5%	-7%	2%	?	-13%
COc1ccc(S(=O)(=O)NC2(C(F)(F)F)NC(=O)N(CCc3ccccc3)C2=O)cc1 (configuration not stated)	1%	-6	-2%	6%	1%	-2%	-1%	11%	-1%	?	2%
Cc1ccc(-n2ncc3c2CC(C)(C)CC3NC(=O)C2CCOCC2)cc1 (configuration not stated)	6%	4	-8%	0%	8%	4%	-1%	3%	2%	8%	2%
Cc1ccccc1-n1nc2c(c1NC(=O)CCCl)CSC2	-7%	-4	14%	?	-10%	-2%	0%	-6%	0%	7%	-2%
O=C(NNC(=O)C1CCN(c2ncccn2)CC1)c1ccc(Cl)cc1	3%	-6	8%	-5%	-6%	-1%	1%	0%	-7%	2%	0%

Screening data as filed in PubChem.
